CHOP inh = inhibitors of CHOP induction in ER stress response; CHO-K1 CHOP-promoter luciferase, tunicamycin-induced, 15-18 h; AID 2732; inhibition, % at 10 µM; 220,000 tested, 3.8% active;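 active means compounds that reduced the stress-induced luciferase reporter signal by more than about 70% of percent inhibition, limit read from the data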;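 further: 0% = tunicamycin plus vehicle and 100% = wells without tunicamycin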
TRPML3 agonist = activates the human TRPML3 channel | activation, % at 3 µM | HEK293 TRPML3-YFP, Fluo-8 calcium fluorescence; 100% = the carbachol control signal | 220,000 tested, 0.29% active;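 active means activation above its plate's cutoff, the mean activation of the plate's test wells plus 3 SD, cut at about 12% in these data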;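 further: 0% = DMSO only wells and 100% = carbachol wells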
Target sequence (Q8TDD5 whole entry, looked up): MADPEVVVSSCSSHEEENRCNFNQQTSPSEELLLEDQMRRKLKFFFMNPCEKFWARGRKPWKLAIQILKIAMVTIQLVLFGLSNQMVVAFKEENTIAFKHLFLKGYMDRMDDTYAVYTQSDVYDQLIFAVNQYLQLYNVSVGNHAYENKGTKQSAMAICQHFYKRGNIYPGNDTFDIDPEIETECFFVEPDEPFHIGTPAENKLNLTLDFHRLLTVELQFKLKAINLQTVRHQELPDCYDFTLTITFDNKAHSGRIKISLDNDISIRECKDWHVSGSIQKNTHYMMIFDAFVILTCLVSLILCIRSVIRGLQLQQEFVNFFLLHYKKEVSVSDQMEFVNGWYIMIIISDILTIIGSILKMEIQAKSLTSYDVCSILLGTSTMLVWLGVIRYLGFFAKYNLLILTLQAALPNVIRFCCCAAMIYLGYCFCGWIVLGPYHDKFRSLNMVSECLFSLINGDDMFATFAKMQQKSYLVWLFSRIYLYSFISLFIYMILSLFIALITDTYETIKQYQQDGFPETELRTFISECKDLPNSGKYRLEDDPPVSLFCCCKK
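Material: HEK293 cells stably carrying human TRPML3-YFP; compound dosing: single dose, 3 µM final nominal compound, 0.3% DMSO final; incubation: 1-h 37 °C dye load, 5-s basal, 120-s post-compound reads; technique: Fluo-8 intracellular calcium fluorescence, excitation 470-495 nm, emission 515-575 nm; read-out basis: percent activation from peak-to-basal fluorescence ratio, scaled between DMSO and carbachol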
EP2 mod = modulators of human EP2 prostaglandin E2 receptor; EP2-expressing cells, cAMP HTRF FRET, PGE2 co-stimulation; AID 940; induction, % at 25 µM; P43116; 260,000 tested, 0.83% active;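 active means compounds whose cAMP rise, as percent of the full-agonist control response, exceeds 60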;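 further: rat C6 glioma line stably carrying human EP2 under a CMV promoter; the protocol text gives 20 µM as final concentration; 100% = response of wells given 1 µM PGE2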
S1P4 ag = activates the human S1P4 receptor; O95977; S1P4-expressing cell line, agonist reporter assay; activation, % at 4.98 µM; 220,000 tested, 0.35% active; AID 1509; in the data active means activation above about 11%;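 further: 0% = DMSO vehicle and 100% = reference agonist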
S1P4 antagonist = blocks the human S1P4 receptor; O95977; S1P4-expressing cells, antagonist mode, reporter read-out; inhibition, % at 4.98 µM; 220,000 tested, 0.26% active; in the data active means inhibition above about 29%;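 further: 0% = wells stimulated with agonist and 100% = vehicle wells without agonist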
NPY-Y1 PAM-ag = human NPY-Y1 potentiation or agonism, primary screen; P25929; NPY-Y1 expressing cells, potentiator/agonist activation; activation, % at 3.6 µM; 220,000 tested, 0.37% active; AID 1304; in the data active means activation above about 33%, passing the limit was not always enough;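 further: cells stimulated with NPY at EC10 then isoproterenol at EC100; 0% = low agonist plus stimulus and 100% = saturating agonist plus stimulus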
NPY-Y1 antag = antagonists of human neuropeptide Y receptor Y1; 200,000 tested, 1% active; inhibition, % at 3.6 µM; HEK293-CNG Y1 cells, membrane potential fluorescence; NPY at EC95, then isoproterenol;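 active means inhibition above the campaign mean inhibition of all tested compounds plus 3 SD, cut at about 20% in these data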;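 further: 0% = DMSO wells given NPY plus isoproterenol and 100% = isoproterenol alone without NPY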
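Material: HEK293 cells with Y1 receptor plus CNG channel; times: compound incubation 1 h at room temperature, readout 45 min post-stimulation; signal: fluorescence, membrane potential probe; read-out basis: fluorescence ratio normalized to % inhibition between controls; benchmarks: full-block control isoproterenol-only wells, zero-block control NPY plus isoproterenol wells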
TRPN1 ag = activates the zebrafish TRPN1 channel; AID 1424; 220,000 tested, 0.18% active; activation, % at 3 µM; HEK293 zebrafish TRPN1-YFP, Fluo-8 calcium fluorescence; 100% = response to 87 µM carbachol;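 active means activation above its plate's cutoff, the mean activation of test wells on that plate plus 3 SD, cut at about 19% in these data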;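 further: 0% = DMSO alone and 100% = 87 µM carbachol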
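System: zebrafish TRPN1-YFP in HEK293 cells / Dosing: 3 µM single point / Timing: dye loading 1 h at 37 °C, then 30 min room temperature / Signal: Fluo-8 calcium fluorescence, excitation 470-495 nm, emission 515-575 nm / Read-out basis: percent activation from peak over basal fluorescence ratio, control-normalized / Control set: high carbachol 87 µM, low DMSO alone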
NPY-Y2 PAM-ag = potentiators or agonists of human neuropeptide Y receptor Y2; 220,000 tested, 0.45% active; P49146; cells expressing NPY-Y2, potentiator/agonist read-out; activation, % at 3.6 µM; in the data active means activation above about 27%;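 further: cells stimulated with NPY near EC25 plus isoproterenol at EC100; 0% = vehicle plus submaximal agonist and 100% = vehicle plus saturating agonist; some results beyond the cut were filed as inactive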
Target sequence (P49146 whole entry, looked up): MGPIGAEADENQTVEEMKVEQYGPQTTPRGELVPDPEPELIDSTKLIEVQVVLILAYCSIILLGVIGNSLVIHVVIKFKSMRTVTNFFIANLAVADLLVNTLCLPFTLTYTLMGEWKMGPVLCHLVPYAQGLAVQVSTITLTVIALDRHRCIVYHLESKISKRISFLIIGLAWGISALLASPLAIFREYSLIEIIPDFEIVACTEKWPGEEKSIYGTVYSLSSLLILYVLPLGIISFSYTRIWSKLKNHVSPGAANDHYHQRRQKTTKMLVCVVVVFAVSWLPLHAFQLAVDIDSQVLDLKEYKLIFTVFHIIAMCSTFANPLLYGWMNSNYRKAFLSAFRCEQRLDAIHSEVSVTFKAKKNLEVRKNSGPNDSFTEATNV
Starred values were filed as active, the others as inactive; / = no result given. Hits appear at their usual frequency; overall some 6.5% were active at least once.

Fields: CHOP inh | TRPML3 agonist | EP2 mod | S1P4 ag | S1P4 antagonist | NPY-Y1 PAM-ag | NPY-Y1 antag | TRPN1 ag | NPY-Y2 PAM-ag
Cc1ccc2[nH]c(=O)c(CNC(C)C)cc2c1
    -16 | 0.6 | -8 | 0.3 | 4 | 29 | -1 | 1.6 | 99*
CCn1c(=O)c(C(=O)NCc2cccnc2)c(O)c2ccccc21
    24 | 0.5 | 65* | 0.4 | -10 | 15 | 9 | -1.4 | -6
CCOc1cc(/C=C(\C#N)c2nc(-c3cccs3)c(NC(C)=O)s2)ccc1O
    -2 | 9.7 | -12 | 3.0 | -26 | 17 | 4 | 27* | 16
COc1ccc(C(Nc2ccccn2)c2c(NC(=O)c3ccco3)sc(C)c2C)cc1OC (configuration not stated)
    19 | -0.3 | 14 | 1.5 | -18 | -3 | 1 | -1.3 | 0
COc1ccc(NC(=O)CN(c2cc(C)cc(C)c2)S(=O)(=O)c2c(C)noc2C)cc1
    66 | -0.4 | 12 | 0.3 | -10 | 3 | 1 | 0.4 | 11
CCOCCCNC(=O)CCCn1nc(C)n2c(cc3sccc32)c1=O
    4 | 0.6 | -3 | 0.1 | -20 | -7 | -2 | 0.2 | -7
CC(=O)N1N=C(c2ccc3ccccc3c2)OC1(C)C
    32 | 0.2 | 17 | -1.4 | 0 | -22 | 7 | -2.0 | 3
NC(=O)C1CC(=O)N(c2ccc(OCC(=O)Nc3cccc(C(F)(F)F)c3)cc2)C1 (configuration not stated)
    -20 | 1.0 | -23 | -3.1 | 7 | -25 | 7 | -0.4 | -1
Cc1cccc(N=Nc2c(O)[nH]c3ccc(F)cc23)c1
    -8 | 0.9 | -1 | -1.6 | 5 | -3 | 7 | 0.4 | -11
NC(=O)C1CCN(C(c2ccccc2)c2nnnn2C2CCCC2)CC1 (configuration not stated)
    2 | 0.7 | 15 | 1.2 | -1 | -19 | 5 | 1.5 | -11
CCc1ccc(NC(=O)CSc2nc3ccccc3c(=O)n2CCN2CCOCC2)cc1
    25 | 0.0 | 0 | 1.2 | -3 | 5 | -1 | -1.8 | -3
Cc1cnc(C(=O)N2CCCC(C(=O)c3ccc(Cl)cc3C)C2)cn1 (configuration not stated)
    13 | 0.2 | -7 | -0.7 | 4 | -13 | 3 | -0.2 | -2
Cc1cc(NC(=O)CSc2nc3ccsc3c(=O)n2Cc2ccccn2)n[nH]1
    -14 | -0.3 | 4 | 1.8 | 2 | -16 | 3 | -0.4 | -9
N#Cc1cc(NCC2CCCO2)c([N+](=O)[O-])cc1C#N (configuration not stated)
    -8 | 1.3 | 7 | 0.9 | -12 | -4 | 1 | 1.4 | -7
Cc1cc(C(=O)CSc2nnnn2C)c(C)n1C1CC1
    26 | -0.2 | 5 | 0.8 | -2 | -2 | -1 | -0.2 | -5
COc1ccc(C(OC(=O)c2ccco2)C(=O)NC2CCCCC2)cc1OC (configuration not stated)
    15 | 1.0 | 2 | -1.3 | -14 | 1 | -7 | 1.5 | 0
O=C(Nc1ccc(Cl)cc1F)c1ccccc1Br
    -5 | -0.1 | -23 | 1.8 | -17 | -8 | -1 | -1.2 | -2
CCc1ccc(N2CC(C(=O)N/N=C/c3cccc([N+](=O)[O-])c3)CC2=O)cc1 (configuration not stated)
    83* | -0.3 | -22 | 0.5 | -21 | 13 | -3 | -0.7 | -15
O=C(Nc1ccc(Cl)cc1)Nc1cccc2nsnc12
    73* | 4.5 | -4 | -0.5 | 0 | -16 | / | 8.4 | -4
CCCC1(C(=O)OC)NC(c2ccco2)C2C(=O)N(c3ccc(C)cc3)C(=O)C21 (configuration not stated)
    -17 | 0.2 | 19 | -2.6 | 6 | 17 | 0 | -0.5 | 9
O=C1CC(c2ccccc2)Cc2nc(NCc3ccco3)ncc21 (configuration not stated)
    53 | -0.9 | 8 | 1.4 | 7 | -11 | -1 | -1.2 | 7
Cc1ccc(Sc2ncnc(N)c2[N+](=O)[O-])cc1
    37 | 1.1 | -7 | 1.4 | -1 | 12 | 1 | 0.9 | 14
Cc1nnc(NC(=O)CSc2nc3ccccc3o2)s1
    14 | 0.2 | 19 | -3.0 | -18 | -5 | 4 | 1.6 | 4
COc1cccc(NC(=S)N(Cc2ccccn2)Cc2ccccc2Cl)c1
    7 | 0.1 | 37 | 1.3 | -5 | -7 | 6 | -2.2 | -12
CCCCOc1ccc(/C=N/NC(=O)c2csc(C)c2C)cc1
    17 | -0.1 | -63 | -0.8 | -3 | -28 | 13 | -0.2 | -9
O=C(Nc1ccccc1)C(=O)Nc1cccnc1
    14 | 0.6 | -1 | -1.1 | 13 | 12 | / | 1.0 | 17
CCCn1nc(NC(=O)C2CCCO2)c2cc3ccc(C)cc3nc21 (configuration not stated)
    17 | -0.2 | 15 | -0.2 | -2 | -5 | / | -0.5 | -20
Cc1nc2ccccc2c2c1CC(C(C)(Cl)Br)O2 (configuration not stated)
    47 | 1.5 | 36 | 7.5 | -16 | -36 | / | 4.1 | 2
CC1CCN(C(=O)C(C)Sc2nc(-c3ccccc3)cc(C(F)(F)F)n2)CC1 (configuration not stated)
    -20 | -0.7 | 18 | 1.1 | 13 | -6 | 18 | -2.1 | 0
Cc1ccsc1/C=C/C(=O)O
    13 | 0.9 | 33 | 0.7 | -17 | -5 | 4 | 0.9 | -6

Reformatted with each value named: entries from further up
O=C(Nc1ccc(Cl)cc1F)c1ccccc1Br
- CHOP inh = -5
- TRPML3 agonist = -0.1
- EP2 mod = -23
- S1P4 ag = 1.8
- S1P4 antagonist = -17
- NPY-Y1 PAM-ag = -8
- NPY-Y1 antag = -1
- TRPN1 ag = -1.2
- NPY-Y2 PAM-ag = -2
O=C1CC(c2ccccc2)Cc2nc(NCc3ccco3)ncc21 (configuration not stated)
- CHOP inh = 53
- TRPML3 agonist = -0.9
- EP2 mod = 8
- S1P4 ag = 1.4
- S1P4 antagonist = 7
- NPY-Y1 PAM-ag = -11
- NPY-Y1 antag = -1
- TRPN1 ag = -1.2
- NPY-Y2 PAM-ag = 7
Cc1nc2ccccc2c2c1CC(C(C)(Cl)Br)O2 (configuration not stated)
- CHOP inh = 47
- TRPML3 agonist = 1.5
- EP2 mod = 36
- S1P4 ag = 7.5
- S1P4 antagonist = -16
- NPY-Y1 PAM-ag = -36
- NPY-Y1 antag = /
- TRPN1 ag = 4.1
- NPY-Y2 PAM-ag = 2
O=C(Nc1ccc(Cl)cc1)Nc1cccc2nsnc12
- CHOP inh = 73*
- TRPML3 agonist = 4.5
- EP2 mod = -4
- S1P4 ag = -0.5
- S1P4 antagonist = 0
- NPY-Y1 PAM-ag = -16
- NPY-Y1 antag = /
- TRPN1 ag = 8.4
- NPY-Y2 PAM-ag = -4

Other compounds.
Compound	CHOP inh	TRPML3 agonist	EP2 mod	S1P4 ag	S1P4 antagonist	NPY-Y1 PAM-ag	NPY-Y1 antag	TRPN1 ag	NPY-Y2 PAM-ag
COC(=O)c1ccccc1N=C(SC)N(C)C	3	0.3	-14	-1.7	1	-15	1	0.5	-3
O=c1cc(-c2ccccc2)c2ccc(O)c(CN3CCCCC3)c2o1	32	0.5	10	-0.2	-4	-14	6	0.4	1
CCn1c(=O)c2cc(S(=O)(=O)NCc3ccccc3)ccc2n(CC)c1=O	22	0.2	11	-3.2	0	-10	6	-0.4	-6
O=C(COC(=O)CCC(=O)c1ccc(F)cc1)Nc1ccc(N2CCOCC2)cc1	43	0.1	-2	-0.4	11	-24	5	0.0	-5
Cc1c(Cl)cccc1Nc1nc(N)nc(CSc2nc3ccccc3s2)n1	27	0.7	7	0.0	-3	-28	9	0.0	-31
COC(=O)CN1C(C)=Nc2ccc(C)cc2C1c1ccccc1 (configuration not stated)	-15	0.3	6	0.6	1	-18	14	-0.2	-11
Cc1cc(C)c(C#N)c(Sc2ccc(N)cc2)n1	23	0.5	3	0.5	-7	30	-3	0.7	10
Cn1c(SCC(=O)NNC(=S)Nc2ccccc2)nnc1-c1ccncc1	-6	-0.2	-6	0.2	-9	-13	/	2.6	-19
CCN(CC)S(=O)(=O)c1cc(NC(=O)COC(=O)CCC(=O)c2ccc(F)cc2)ccc1C	31	2.3	11	1.1	-12	-26	4	-0.2	0
O=C(Cc1ccccc1)Nc1c(Cl)ccc2nsnc12	-1	0.7	-6	0.5	13	25	/	-0.4	13
O=C(O)c1ccc(-c2nc3scc(-c4ccccc4)c3c(=O)[nH]2)cc1	-4	0.3	-7	1.2	-2	3	/	0.4	14
CN(CC(=O)NCCC1=CCCCC1)S(=O)(=O)c1ccc2c(c1)c(=O)n(C)c(=O)n2C	44	0.1	8	-0.7	1	-3	-1	3.1	-9
Cc1ccc2nc(C3CCCN(C(=S)Nc4cccc(C)c4C)C3)[nH]c2c1 (configuration not stated)	53	-0.3	-24	-0.8	-2	-10	-2	-1.1	-8
N#C/C(=C\c1cn(Cc2ccccc2)c2ccccc12)C(=O)NCc1ccco1	56	0.1	0	0.0	-2	-27	3	-1.8	-1
